Source: PubChem (several laboratories)
Calpain2 inh = inhibitors of pig calpain II; purified calpain II, fluorogenic peptide substrate, 30 min; 220,000 tested, 0.37% active; AID 1236; inhibition, % at 16 µM;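 active means inhibition above about 50%, limit read from the data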
RBBP9 inhibitor = blocks human serine hydrolase RBBP9; recombinant RBBP9, FP-Rh probe fluorescence polarization; inhibition, % at 7.94 µM; 220,000 tested, 0.2% active; AID 1515;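 active means inhibition above the campaign mean of all tested compounds plus 3 SD, cut at about 14% in these data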;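 further: plate controls were DMSO wells with RBBP9 for no effect and wells lacking RBBP9 protein for full effect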
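System: RBBP9 protein | Quantity: 2.5 µM RBBP9 dispensing solution, before mixing | Reagent: FP-Rh probe, 375 nM dispensing solution | Timing: Enzyme-compound preincubation 30 min, then probe labeling 45 min, 25 °C | Measured by: Fluorescence polarization | Read-out: % inhibition | Replication: One well per compound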
EBV gp42 inh = blocks Epstein-Barr virus glycoprotein 42 binding. AID 1085. inhibition, % (tested at 21.74 µM). 220,000 tested, 0.42% active. Fluorescence polarization binding assay, mP read-out; in the data active means inhibition above about 50%
p97 inhibitor = inhibitors of human p97 ATPase; P55072; inhibition, % at 8 µM; recombinant p97 ATPase, Kinase-Glo ATP luminescence, 3 h; 220,000 tested, 0.42% active; in the data active means inhibition above about 15%;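 further: 0% = DMSO vehicle and 100% = wells lacking enzyme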
Runt-CBFb FRET = blocks binding of human RUNX1 Runt domain to CBFb | Cerulean-Runt/Venus-CBFb FRET ratio 530/480, 1 h | inhibition, % at 20 µM | 220,000 tested, 0.46% active;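 active means inhibition over about 50% at 20 µM in the single-dose screen, limit read from the data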;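 further: 0% = DMSO wells and 100% = excess unlabeled CBFb competitor control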
Target sequence (Q01196 whole entry, looked up, the tested form may be a part): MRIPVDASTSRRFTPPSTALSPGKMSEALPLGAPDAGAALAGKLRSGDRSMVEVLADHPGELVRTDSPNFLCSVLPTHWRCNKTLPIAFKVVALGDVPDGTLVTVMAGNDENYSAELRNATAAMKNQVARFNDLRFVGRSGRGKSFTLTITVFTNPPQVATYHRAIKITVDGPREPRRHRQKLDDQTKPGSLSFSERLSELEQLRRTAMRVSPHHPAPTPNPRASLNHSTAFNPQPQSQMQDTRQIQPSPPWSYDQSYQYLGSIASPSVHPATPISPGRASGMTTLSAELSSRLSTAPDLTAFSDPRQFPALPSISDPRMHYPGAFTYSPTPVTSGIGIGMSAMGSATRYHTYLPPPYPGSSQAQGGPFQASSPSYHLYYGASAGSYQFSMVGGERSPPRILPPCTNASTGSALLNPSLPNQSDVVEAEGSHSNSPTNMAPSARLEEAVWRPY
Target sequence (Q13951 whole entry, looked up, the tested form may be a part): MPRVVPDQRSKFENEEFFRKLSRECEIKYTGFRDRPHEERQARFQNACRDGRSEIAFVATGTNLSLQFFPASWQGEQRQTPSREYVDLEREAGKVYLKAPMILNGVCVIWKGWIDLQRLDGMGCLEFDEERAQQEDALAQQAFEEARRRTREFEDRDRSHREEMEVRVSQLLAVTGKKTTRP
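test system = Cerulean-Runt domain fusion protein, energy donor | probe or stimulus = Venus-CBFb binding partner, 100 nM | incubation = two 1 h room-temperature incubations shielded from light | detection = fluorescence energy transfer, 422 nm excitation, 530/480 nm emission | measure = loss of energy transfer signal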
Runt-SMMHC FRET = Runt domain-CBFb-SMMHC interaction inhibition; Q01196+Q13951; Cerulean-Runt/Venus-CBFb-SMMHC FRET ratio 530/480, 1 h; inhibition, % at 20 µM; 220,000 tested, 0.74% active;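 active means mean inhibition across duplicate retests at 20 µM reaching about 50%, limit read from the data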;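 further: 0% = DMSO wells and 100% = wells with excess untagged CBFb-SMMHC; inhibitors lower the FRET ratio by blocking Runt binding to CBFb-SMMHC; some results filed as inactive read as strong as hits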
NCF1 inh = blocks human p47phox regulatory protein of NADPH oxidases. P14598. p47phox/p22phox peptide binding, fluorescence polarization, 2 h. inhibition, % at 24.7 µM. 220,000 tested, 0.53% active;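 active means inhibition above about 30%, limit read from the data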;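 further: 0% = p47phox with labelled peptide and 100% = labelled peptide alone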
Target sequence (P14598 whole entry, looked up): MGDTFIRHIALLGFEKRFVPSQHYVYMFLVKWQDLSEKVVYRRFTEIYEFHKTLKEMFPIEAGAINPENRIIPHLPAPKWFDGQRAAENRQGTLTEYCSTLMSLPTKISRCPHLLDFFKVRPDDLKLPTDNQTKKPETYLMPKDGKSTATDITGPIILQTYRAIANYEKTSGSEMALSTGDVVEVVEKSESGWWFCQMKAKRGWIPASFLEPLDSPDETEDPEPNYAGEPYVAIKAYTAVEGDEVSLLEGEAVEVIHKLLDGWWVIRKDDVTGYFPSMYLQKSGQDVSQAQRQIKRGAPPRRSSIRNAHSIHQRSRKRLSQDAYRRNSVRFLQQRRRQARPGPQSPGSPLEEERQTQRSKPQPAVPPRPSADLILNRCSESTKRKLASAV
Furin inhibitor = human furin inhibition; P09958; inhibition, % at 30 µM; 220,000 tested, 0.061% active; purified furin, fluorogenic substrate cleavage; in the data active means inhibition above about 25%; further: inactives centre near -15
Tb hexokinase = T. brucei hexokinase 1 inhibition; inhibition, % at 10 µM; recombinant TbHK1, G6PDH-coupled NADH A340; 220,000 tested, 0.11% active;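 active means inhibition of 50% or more in the single-dose primary screen; inactive means inhibition below 50%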
Numbers without * were called inactive; nt = no result given; [ ] = remark or other dose.

The line under a structure holds: Calpain2 inh, RBBP9 inhibitor, EBV gp42 inh, p97 inhibitor, Runt-CBFb FRET, Runt-SMMHC FRET, NCF1 inh, Furin inhibitor, Tb hexokinase
- CCOC(=O)CC(NC(=O)c1ccco1)c1ccc(OC)cc1 (centres undefined)
→ 1, -2, -7, 0, 1, 3, -18, -26, 3
- N#CNC1=NCN(CCc2ccccc2)CN1
→ 3, -2, -15, 8, nt, -1, -5, -33, -1
- CCc1ccc(-c2cc(C(F)(F)F)n3nc(C(=O)Nc4c(C)nn(Cc5ccccc5Cl)c4C)cc3n2)s1
→ -230, 1, -2, -1, -23, 29, -14, -6[20 µM], -3
- Cn1c(=O)n(C)c2cc(NS(C)(=O)=O)ccc21
→ -1, -4, -15, -1, -2, -8, -8, -11, 9
- CC(C)(C)NS(=O)(=O)c1ccc(N2C(=O)c3ccccc3C2=O)cc1
→ -20, -1, -4, 0, 1, 1, 11, -22[20 µM], -8
- CC1=NN(C(=O)CCc2ccccc2O)C(O)(C(F)(F)F)C1 (centres undefined)
→ -1, -5, -30, 8, -4, 9, 13, -13, 0
- COc1ccccc1C1C=C(c2ccc(Cl)cc2)Nc2nc(N3C(=O)CCC3=O)nn21 (centres undefined)
→ -286, -9, -8, -5, -69, -34, -8, -16, -7
- Cc1cc(O)ccc1N=Cc1c(C(F)(F)F)[nH][nH]c1=O
→ -28, 39*, 5, 3, 38, 14, 0, -13, 3
- O=C(N/N=C/c1ccc(Br)o1)/C(=C/c1ccc([N+](=O)[O-])cc1)NC(=O)c1ccccc1
→ -60, 5, 0, 3, -2, -2, -10, -16[20 µM], -37
- O=c1nc(NC2CCCC2)ccn1Cc1cccc(Br)c1
→ 18, -2, 2, 3, -1, 2, 2, -2[20 µM], -2
- CC(=O)/C(=N/Nc1ccccc1)Sc1nnc(CCc2ccccc2)n1-c1ccccc1
→ -2, -3, -12, 3, 3, -3, -30, -7, -17
- CC(/C=C/c1ccc(N(C)C)cc1)=N\N=C1\NC(=O)CC(C(=O)Nc2ccccc2)S1 (centres undefined)
→ -39, -2, -83, 9, -53, -93, -108, -15, -6
- O=C(Nc1nc(-c2ccccn2)cs1)c1cccc(-n2cnnn2)c1
→ 7, -9, 8, -2, 1, -1, -4, -9, 1
- CCC(C(=O)NC1CCCC1)N(Cc1cccs1)C(=O)Cn1nnc(-c2ccc(OC)c(OC)c2)n1 (centres undefined)
→ 12, -2, -11, -4, -2, 4, -5, -10[20 µM], -2
- CC(=O)Nc1ccc(NC(=O)CN(c2ccc([N+](=O)[O-])cc2)S(=O)(=O)c2ccccc2)cc1
→ -20, -5, 6, 2, -3, 3, -2, -22, -7

The results go on.
The line under a structure holds: Calpain2 inh, RBBP9 inhibitor, EBV gp42 inh, p97 inhibitor, Runt-CBFb FRET, Runt-SMMHC FRET, NCF1 inh, Furin inhibitor, Tb hexokinase
- O=C1NC2(Nc3ccccc31)C(=O)Nc1ccc(Br)cc12 (centres undefined)
→ -76, -2, -1, 1, 2, 8, -8, -24, 0
- O=C(Cn1cccc1)Nc1ccc(OC(F)(F)F)cc1
→ 3, -5, -24, -4, -1, 2, -11, -12, 0
- O=C(COC(=O)/C=C/c1cccc(Br)c1)NCCC1=CCCCC1
→ 3, -6, -12, -3, -4, 0, -10, -12, -6
- c1ccc(Cc2nnc3n2CCCCC3)cc1
→ 2, -1, -8, 5, -2, 2, -4, -26, 8
- CCOc1ccc(N(C(C)C(=O)Nc2ccc(OC)cc2)S(C)(=O)=O)cc1 (centres undefined)
→ 10, -8, 2, 6, -2, 1, -4, -16, -3
- Cc1ccc(OCC(=O)NN2C(=O)c3ccccc3C2=O)c(C)c1
→ 4, -3, -12, 2, 0, 0, -7, -18[20 µM], 0
- Cc1cc(/N=C/N(C)C)on1
→ -3, 0, -15, 2, 0, 2, -3, -9[20 µM], 6
- CCOC(=O)c1c(NC(=O)COC)sc2c1CCCC2
→ -17, -4, -14, -5, -3, -7, -20, -9[20 µM], -14
- Cc1ccnc(SCC(=O)Nc2c(C)n(C)n(-c3ccccc3)c2=O)n1
→ 14, -17, 3, -5, 0, 2, -3, -13[20 µM], -10
- CCOc1ccc(C(=O)OCC(=O)c2c(N)n(C)c(=O)n(C)c2=O)cc1OCC
→ -73, -3, -11, -4, -1, -3, -19, -18[20 µM], -10
- Cc1ccc(S(=O)(=O)N2CCCOC2CNC(=O)C(=O)NCCC2=CCCCC2)cc1 (centres undefined)
→ 31, 0, -13, 4, -7, -3, -60, -21, -3
- Cc1ccc(-c2nnn(CC(=O)Nc3cccc4c3CCCC4)n2)o1
→ 7, -3, -11, 3, -3, -2, -11, -12, -4
- S=c1[nH]nc(-c2cc(-c3ccccc3)n[nH]2)n1/N=C/c1ccccc1
→ 1, -1, -14, 2, 13, 24, -15, -16, -1
- CN(/C(=N/S(=O)(=O)c1cccs1)c1ccccc1)c1ccccc1
→ -3, -6, 4, 5, 3, 4, -7, -24, 4
- CCOC(=O)N1CCN(C(=O)C2CCN(S(=O)(=O)c3cc(Cl)ccc3Cl)CC2)CC1
→ -4, 2, -2, 0, 1, -2, -3, -17[20 µM], 4

Limited to Calpain2 inh, for some of the entries so far:
| Compound | Calpain2 inh |
| --- | --- |
| CCOC(=O)c1c(NC(=O)COC)sc2c1CCCC2 | -17 |
| Cc1ccnc(SCC(=O)Nc2c(C)n(C)n(-c3ccccc3)c2=O)n1 | 14 |

Quoted from the results shown for reference:
The line under a structure holds: Calpain2 inh, RBBP9 inhibitor, EBV gp42 inh, p97 inhibitor, Runt-CBFb FRET, Runt-SMMHC FRET, NCF1 inh, Furin inhibitor, Tb hexokinase
- O=C1NC2(Nc3ccccc31)C(=O)Nc1ccc(Br)cc12 (centres undefined)
→ -76, -2, -1, 1, 2, 8, -8, -24, 0
- O=C(Cn1cccc1)Nc1ccc(OC(F)(F)F)cc1
→ 3, -5, -24, -4, -1, 2, -11, -12, 0
- O=C(COC(=O)/C=C/c1cccc(Br)c1)NCCC1=CCCCC1
→ 3, -6, -12, -3, -4, 0, -10, -12, -6
- c1ccc(Cc2nnc3n2CCCCC3)cc1
→ 2, -1, -8, 5, -2, 2, -4, -26, 8
- CCOc1ccc(N(C(C)C(=O)Nc2ccc(OC)cc2)S(C)(=O)=O)cc1 (centres undefined)
→ 10, -8, 2, 6, -2, 1, -4, -16, -3
- Cc1ccc(OCC(=O)NN2C(=O)c3ccccc3C2=O)c(C)c1
→ 4, -3, -12, 2, 0, 0, -7, -18[20 µM], 0
- Cc1cc(/N=C/N(C)C)on1
→ -3, 0, -15, 2, 0, 2, -3, -9[20 µM], 6

Continued.
The line under a structure holds: Calpain2 inh, RBBP9 inhibitor, EBV gp42 inh, p97 inhibitor, Runt-CBFb FRET, Runt-SMMHC FRET, NCF1 inh, Furin inhibitor, Tb hexokinase
- COc1ccc(-c2[nH]ncc2CN2CCCC2c2nonc2C)c(F)c1 (centres undefined)
→ 19, -8, -10, -3, -4, 2, -5, -11, 0
- CCC(=O)OC1CSc2nc3ccccc3n2C1 (centres undefined)
→ -27, -6, -10, 5, 0, 1, -12, -29, 2
- CCC(=O)c1ccccc1OCCSc1nc(C)cc(=O)[nH]1
→ -12, 2, -18, 3, 2, 3, -7, -19[20 µM], 9
- Cc1ccc(/C=C/C(=O)c2c(C)nc3ccccn23)cc1
→ -18, -4, -10, -1, -5, 0, -1, -10[20 µM], -26
- Cc1ccc(NC(=O)COC(=O)C2CSC3(C)CCC(=O)N23)cc1S(=O)(=O)N1CCOCC1 (centres undefined)
→ -37, -2, -14, 3, -1, -20, 2, -31, 4
- COc1ccc(NC(=O)c2ccc(-c3nn(C)c(=O)c4ccccc34)cc2)cc1
→ 1, -2, -2, 2, 0, -3, -11, -22, -8
- C/C=C\C(=O)Nc1cccc(C2=NOC3(C2)C[C@@H](C(N)=O)N(C(=O)C2(C)CC2)C3)c1 (some centres undefined)
→ -18, nt, -11, nt, 2, -2, -1, -11, -3
- N#Cc1cccc(NC(=O)CC2CCCCC2)c1
→ -11, 1, -20, -3, 0, 2, -7, -21, 4
- C=CCSc1ncc(CO)n1Cc1ccccc1
→ -2, -3, -12, 4, -1, 2, -8, -23, 0
- CCOC(=O)c1c(NC(=O)C2C3C=CC(C3)C2C(=O)O)sc2c1CCC(CC)C2 (centres undefined)
→ -4, -9, 11, -5, -6, -7, -6, -6, 0
- Cc1cc(C)c(C(=O)OCC(=O)NCc2cccs2)c(C)c1
→ 15, -1, -20, 6, -2, 0, -16, -31, -2
- C(=N\N1CCN(Cc2cccc3ccccc23)CC1)/c1ccco1
→ -15, -8, -16, -9, 3, 5, -6, -6[20 µM], -6
- Cc1oc(-c2cccs2)nc1CS(=O)CC(=O)NC1CCCCCC1 (centres undefined)
→ -64, -2, -9, -2, 4, -1, -16, -28, -7
- Cc1ccc(O)c(-c2cc(C(=O)Nc3cccnc3)[nH]n2)c1
→ -25, -7, -9, 7, 0, -3, -2, -16, -4
- Cc1cccc(-n2cnc3sc(C)c(C)c3c2=O)c1
→ -4, -7, -9, 5, 1, -1, -14, -12, -3

Looked up above.
`COc1ccc(NC(=O)c2ccc(-c3nn(C)c(=O)c4ccccc34)cc2)cc1` – Tb hexokinase = -8
`Cc1oc(-c2cccs2)nc1CS(=O)CC(=O)NC1CCCCCC1` (centres undefined) – Tb hexokinase = -7

Next part:
The line under a structure holds: Calpain2 inh, RBBP9 inhibitor, EBV gp42 inh, p97 inhibitor, Runt-CBFb FRET, Runt-SMMHC FRET, NCF1 inh, Furin inhibitor, Tb hexokinase
- COc1ccc(-c2nc(CS(=O)CC(=O)NC3CCCc4ccccc43)c(C)o2)cc1OC (centres undefined)
→ 0, -4, -20, -5, 1, 1, -20, -42, -3
- O=c1cn[nH]c2ccccc12
→ 8, 5, -10, 7, 2, -10, -7, -8, -45
- CC(C)CCC(CCN1CCOCC1)c1ccc2c(c1)OCO2 (centres undefined)
→ 2, -8, -55, 0, -4, -2, -11, 0, 0
- COCC(=O)Nc1nnc(C2CCCCC2)s1
→ 14, 4, -11, 3, 2, 2, 5, -21[20 µM], 6
- Cc1sc(N/N=C/c2cccnc2)nc1-c1ccccc1
→ 19, -10, -13, -5, 7, 2, -16, -8[20 µM], -4
- CCCS(=O)(=O)N1CCCC(C(=O)NCCCOCC)C1 (centres undefined)
→ 23, 1, -2, -3, -1, -1, -4, -7, 3
- CN(C)CCNc1nc(-c2ccccc2)nnc1C(F)(F)F
→ 10, -4, -5, 2, nt, 3, -5, -16, 2
- CN(C)C(=S)Nc1ccc2ccccc2c1
→ 20, -16, -5, -3, 2, 2, -4, -7, 6
- COc1ccc2c(c1)Cc1sc(NC(=O)c3cccs3)nc1-2
→ -63, -4, -7, 6, 14, 1, -7, -17[20 µM], 7
- CCN(CC)CCOc1ccc(/C(=C(/Cl)c2ccccc2)c2ccccc2)cc1
→ 5, -1, -6, 0, -1, -4, 51*, -26, 1
